Screens from PubChem.
Luc counter = counter-screen: inhibitors of Kinase-Glo firefly luciferase. Potency, µM (series often up to 38.3 µM), for inactives: at the top dose activity change, negative = inhibition, hits mostly inhibitors. Kinase-Glo luciferase, ATP luminescence, 8 min. AID 1379. 200,000 tested, 0.28% active. Q27757; also: % is scaled to controls: 0 for no effect and ±100 for the full control effect; nearly all actives have a fitted effect of over 60% in size
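Kinase-Glo luciferase light output from ATP and luciferin was measured with 10 uM ATP, within the enzyme's linear range. Buffer: 50 mM imidazole pH 7.2, 50 mM KCl, 7 mM MgCl2, 0.01% Tween 20, 0.05% BSA; luminescence read after 8 min at ambient temperature.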
Lamin A splicing = LMNA splicing modulation. 200,000 tested, 0.01% active. HeLa LMNA splicing GFP/RFP minigene ratio, 48 h. Potency, µM (titrated, usually from 46.1 µM), inactives show at the top dose ratio change, negative = inhibition, actives largely listed as inhibitors; active = well fitted inhibition curve with a large enough effect in the signal ratio, with a control signal flat, not every such curve was filed as active; inconclusive = small, poorly fitted or top-dose-only effect, or effect the other way, or a change in a side signal; the % refers to the signal ratio; also: % is scaled to controls: 0 for no effect and ±100 for the full control effect
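S3 HeLa stable clones carrying a lamin A-EGFP splicing minigene plus DsRed2 were seeded at 600 cells/well in Opti-MEM with 2% FBS, pin-dosed and incubated 48 h at 37°C. Acumen cytometry (488 nm) gave the GFP/RFP total-intensity ratio.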
RECQ1 helicase = inhibitors of human RECQ1 DNA helicase | AID 2549 | RECQ1 DNA unwinding, red fluorescence kinetic read | P46063 | 240,000 tested, 0.54% active | Potency, µM (titrated, usually from 57.3 µM), inactives show at the highest dose activity, negative = inhibition, actives largely listed as inhibitors;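 also: plate controls were vehicle for no effect and no enzyme for full effect; nearly all actives have a fitted effect of over 30% in size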
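50 nM RECQ1T1 preincubated 15 min with compound in Tris pH 8.0 buffer with MgCl2, DTT, Tween-20 and 2.5 ug/ml poly(dI-dC); started with 200 nM TAMRA/BHQ-2 forked duplex and 2 mM ATP. Unwinding read as fluorescence (525/598 nm), two reads 2 h apart.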
L3MBTL1 block = inhibitors of human L3MBTL1; Q9Y468; AlphaScreen L3MBTL1–H3K9me1 peptide binding; Potency, µM (titrated, usually from 57.1 µM), for inactives: at the highest dose activity, negative = inhibition, usual class: inhibitors; 230,000 tested, 0.66% active; also: % is scaled to controls: 0 for no effect and ±100 for the full control effect; nearly all actives have a fitted effect of over 60% in size
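L3MBTL1 (50 nM) pre-complexed 30 min with biotinylated H3(1-15)K9me1 peptide (75 nM), then compounds added for 30 min at room temperature; AlphaScreen streptavidin donor/nickel chelate acceptor beads (10 ug/mL final) read after 30 min dark incubation.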
ALDH1A1 inh = inhibitors of human aldehyde dehydrogenase 1A1 | 220,000 tested, 7.3% active | P00352 | Potency, µM (series often up to 75.3 µM), inactives show at the top dose activity, negative = inhibition, usual class: inhibitors | AID 1030 | Purified ALDH1A1, NADH fluorescence, propionaldehyde substrate; active = well fitted inhibition curve with a large enough effect, not every such curve was filed as active; inconclusive = small, poorly fitted or top-dose-only effect, or another doubt; inactive = no such curve, though single readings can be large or run the other way;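 also: plate controls were no enzyme wells and a reference inhibitor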
Target sequence (P00352 whole entry, looked up): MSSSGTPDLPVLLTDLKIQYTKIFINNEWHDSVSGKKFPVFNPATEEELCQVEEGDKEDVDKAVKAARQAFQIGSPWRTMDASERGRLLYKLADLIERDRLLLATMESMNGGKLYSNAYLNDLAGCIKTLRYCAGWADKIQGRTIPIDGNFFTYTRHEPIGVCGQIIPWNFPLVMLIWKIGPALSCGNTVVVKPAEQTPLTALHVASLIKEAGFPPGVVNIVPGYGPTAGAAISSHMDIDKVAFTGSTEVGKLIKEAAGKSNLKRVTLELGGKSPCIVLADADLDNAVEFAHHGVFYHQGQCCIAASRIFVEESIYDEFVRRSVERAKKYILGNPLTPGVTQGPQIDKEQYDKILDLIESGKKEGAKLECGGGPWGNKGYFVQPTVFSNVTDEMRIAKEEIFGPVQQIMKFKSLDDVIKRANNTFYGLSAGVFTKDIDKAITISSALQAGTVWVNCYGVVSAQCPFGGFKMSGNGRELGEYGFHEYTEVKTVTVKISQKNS
JMJD2E inh = blocks human JMJD2E demethylase activity. B2RXH2. JMJD2E catalytic domain, FDH-coupled NADH fluorescence (FDH is formaldehyde dehydrogenase). Potency, µM (highest dose often 57.1 µM), inactives show at the highest dose activity change, negative = inhibition, most hits filed as inhibitors. 230,000 tested, 1.6% active. AID 2147; active = well fitted inhibition curve with a large enough effect, not every such curve was filed as active; inconclusive = small, poorly fitted or top-dose-only effect, or another doubt; inactive = no such curve, though single readings can be large or run the other way;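 also: 0% = wells with enzyme and -100% = buffer wells without enzyme; nearly all actives have a fitted effect of over 50% in size; many of its hits are not listed in these tables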
Target sequence (B2RXH2 1-337 limits assumed): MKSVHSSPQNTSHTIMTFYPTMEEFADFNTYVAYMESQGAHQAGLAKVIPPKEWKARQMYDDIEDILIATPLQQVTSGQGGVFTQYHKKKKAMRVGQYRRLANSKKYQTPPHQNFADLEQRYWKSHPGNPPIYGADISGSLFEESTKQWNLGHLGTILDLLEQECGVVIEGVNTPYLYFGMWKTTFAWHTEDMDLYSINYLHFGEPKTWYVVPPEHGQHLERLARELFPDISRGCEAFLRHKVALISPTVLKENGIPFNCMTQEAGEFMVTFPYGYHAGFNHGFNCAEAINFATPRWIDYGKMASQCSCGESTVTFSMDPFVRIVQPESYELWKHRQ
Tau ThT inhib = tau fibrillization inhibition (ThT binding); P10636; recombinant tau K18 P301L (four-repeat tau fragment), heparin-induced fibrillization, ThT fluorescence; Potency, µM (series often up to 57.4 µM), inactives show at the top dose activity, negative = inhibition, most hits filed as inhibitors; 270,000 tested, 2.1% active; AID 1460; also: % is scaled to controls: 0 for no effect and ±100 for the full control effect; nearly all actives have a fitted effect of over 55% in size
Target sequence (P10636 561-689 P618L limits assumed): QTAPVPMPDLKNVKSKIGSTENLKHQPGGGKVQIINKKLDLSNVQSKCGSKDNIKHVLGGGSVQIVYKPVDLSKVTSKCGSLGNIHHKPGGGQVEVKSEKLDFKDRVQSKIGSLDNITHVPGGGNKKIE
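In this qHTS, human K18 P301L tau is incubated with compound and heparin for 6 hr at 37 C, and Thioflavin T fluorescence then reports fibril load.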
SMN2 splice enh = increases expression of the SMN2 splice variant; HEK293 SMN2-luciferase splicing reporter, luminescence, 30-36 h; Potency, µM (titrated, usually from 46.1 µM), for the others: at the highest dose activity change, positive = activation, most hits filed as activators; 210,000 tested, 2.8% active; AID 1458; also: % of control where 0% means no effect; nearly all actives have a fitted effect of over 55% in size
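qHTS luciferase splicing reporter: luminescence rises when SMN2 exon 7 is included in transfected HEK293 cells. Compound exposure lasted 30-36 h at 37C, with 4.5 mM final sodium butyrate as control, followed by a ONE-Glo read.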
Active calls of the source: *; & = joins results of further samples; [ ] = remark or other dose. Unless noted, calls follow the shape of the dose curve; as a rule, active = well fitted curve in the direction sought with a large enough effect; inconclusive = small, poorly fitted or top-dose-only effect, or another doubt; inactive = no such curve, though single readings can be large; an effect the other way counts as inactive or inconclusive. Potency is read from the fitted curve at half-maximal effect.

For COCCn1c(C(=O)N2CCCC2)cc2c1C[C@H]1CN(C(=O)c3ccccc3)[C@@](Cc3ccc(F)cc3)(C(=O)OC)[C@@H]21 the results were Luc counter -2%&-4%, Lamin A splicing inconclusive, RECQ1 helicase inactive, L3MBTL1 block -10%, ALDH1A1 inh 3%&-2%, JMJD2E inh -6%&0%, Tau ThT inhib inconclusive and SMN2 splice enh 7%&-19%.
Screening O=S(=O)(c1ccccc1)c1nc(-c2ccco2)oc1NCCCn1ccnc1 returned Luc counter 4%, Lamin A splicing 7%, RECQ1 helicase 2%, L3MBTL1 block 0%, ALDH1A1 inh 25µM*, JMJD2E inh -3%, Tau ThT inhib -6% and SMN2 splice enh 6%.
`COc1ccccc1C1CCN(C(=O)c2cnn(-c3ccccc3)c2C)CC1` gave RECQ1 helicase 9%, L3MBTL1 block 0%, ALDH1A1 inh inconclusive, JMJD2E inh -2% and Tau ThT inhib inconclusive.
Screening CCCc1cc(C(=O)Nc2ccc(C(C)=O)cc2)no1 returned Luc counter -4%, Lamin A splicing -14%, RECQ1 helicase -9%, L3MBTL1 block 29%, ALDH1A1 inh 0%, JMJD2E inh -1%, Tau ThT inhib -16% and SMN2 splice enh -34%[inhibitor].
Cc1ccc(C(=O)Nc2cccc(C(=O)N3CCOCC3)c2)cc1 was read as Luc counter -3%, Lamin A splicing -3%, RECQ1 helicase -19%, ALDH1A1 inh 10%, JMJD2E inh 7%, Tau ThT inhib -11% and SMN2 splice enh inconclusive.
For CSc1oc(-c2ccccc2)nc1C(N)=O the results were Luc counter 0%, Lamin A splicing 9%, RECQ1 helicase -1%, L3MBTL1 block 4%, ALDH1A1 inh 10%, JMJD2E inh inconclusive, Tau ThT inhib 0% and SMN2 splice enh -4%.
For CCN(CC)C(=O)CCS(=O)(=O)c1cccc2nonc12 the results were Luc counter -6%, Lamin A splicing -6%[9.22 µM], RECQ1 helicase inconclusive, L3MBTL1 block 4%, ALDH1A1 inh inconclusive, JMJD2E inh -1%, Tau ThT inhib -3% and SMN2 splice enh 3%.
Screening O=C(O)c1cc([N+](=O)[O-])ccc1C(=O)Nc1ccccc1 returned Luc counter -2%, Lamin A splicing 12%, RECQ1 helicase -4%, L3MBTL1 block 2%, ALDH1A1 inh 5%, JMJD2E inh 4%, Tau ThT inhib -5% and SMN2 splice enh -7%.
`O=C(Nc1ccccc1)c1ccc(S(=O)(=O)NCC2CCCO2)cc1` (stereo not given) gave Luc counter 11%, Lamin A splicing inconclusive, RECQ1 helicase -3%, L3MBTL1 block 5%, ALDH1A1 inh inconclusive, JMJD2E inh -1%, Tau ThT inhib -5% and SMN2 splice enh -29%.
`CCN(CC)CCCNC(=O)CNC(=O)c1nn(-c2ccc(OC)cc2)c(=O)c2ccccc12` gave Luc counter 1%, Lamin A splicing 9%[9.22 µM], RECQ1 helicase -6%, L3MBTL1 block -23%, ALDH1A1 inh 3%, JMJD2E inh 1%, Tau ThT inhib -3% and SMN2 splice enh 0%.
`COC(=O)c1cc2occc2n1CC(=O)Nc1ccc(C)cc1C` gave Luc counter 1%, Lamin A splicing 10%, RECQ1 helicase inactive, L3MBTL1 block -2%, ALDH1A1 inh -1%, JMJD2E inh 11%, Tau ThT inhib -12% and SMN2 splice enh -5%.
Cc1cc(C)n(C(=O)c2ccc(NC(=O)C3CC3)cc2)n1 was read as Luc counter -4%, Lamin A splicing -7%, RECQ1 helicase inactive, L3MBTL1 block 7%, ALDH1A1 inh 8%, JMJD2E inh 2%, Tau ThT inhib 0% and SMN2 splice enh 12%.
C=CCSc1nnc(NC(=O)COc2ccccc2)s1 was read as Luc counter 0%, Lamin A splicing -28%[46 µM], RECQ1 helicase -1%, L3MBTL1 block 8%, ALDH1A1 inh 10%, JMJD2E inh -3%, Tau ThT inhib -2% and SMN2 splice enh 0%.
For CCCS(=O)(=O)N1CCCC(C(=O)NCCN(CC)c2ccccc2)C1 (stereo not given) the results were Luc counter -1%, Lamin A splicing 5%, RECQ1 helicase inactive, L3MBTL1 block -8%, ALDH1A1 inh -2%, JMJD2E inh 5%, Tau ThT inhib -8% and SMN2 splice enh 3%.
`CC(N)(C(=O)O)c1cccc(OCc2cccc(Cl)c2)c1` (stereo not given) gave RECQ1 helicase -1%, L3MBTL1 block 18%, JMJD2E inh 0% and Tau ThT inhib -7%.
`Cc1nc2ccccc2nc(C)c1=NO` gave Luc counter -9%, Lamin A splicing -3%, RECQ1 helicase 1%, L3MBTL1 block -6%, ALDH1A1 inh 22µM*, JMJD2E inh inconclusive, Tau ThT inhib inconclusive and SMN2 splice enh 15%.
For O=C(CN1CCOc2ccccc21)NC1CCN(Cc2ccccc2)CC1 the results were Luc counter -5%, Lamin A splicing 1%, RECQ1 helicase -6%, L3MBTL1 block -7%, ALDH1A1 inh 2%, JMJD2E inh -9%, Tau ThT inhib -6% and SMN2 splice enh -24%.
`O=C(NC1CCSC1=O)c1ccccc1` (stereo not given) gave Luc counter 4%, Lamin A splicing 3%, RECQ1 helicase -8%, L3MBTL1 block -4%, ALDH1A1 inh 16%, JMJD2E inh -1%, Tau ThT inhib 1% and SMN2 splice enh 15%.
Screening O=C1CN(C(=O)CSc2nnc(-c3ccccc3)n2Cc2ccc3c(c2)OCO3)c2ccccc2N1 returned Luc counter -3%, Lamin A splicing 2%, RECQ1 helicase -4%, L3MBTL1 block -16%, ALDH1A1 inh -14%, JMJD2E inh -6%, Tau ThT inhib -11% and SMN2 splice enh 4%.
`CCC(=O)n1nc(-c2ccccc2)nc1SCC(=O)Nc1ccc(C)cc1` gave Luc counter 0%, Lamin A splicing 4%, RECQ1 helicase -7%, L3MBTL1 block 43%[activator], ALDH1A1 inh -1%, JMJD2E inh 0%, Tau ThT inhib 6% and SMN2 splice enh -11%.

Continued; it opens with the 2 that closed the last part.
Screening O=C1CN(C(=O)CSc2nnc(-c3ccccc3)n2Cc2ccc3c(c2)OCO3)c2ccccc2N1 returned Luc counter -3%, Lamin A splicing 2%, RECQ1 helicase -4%, L3MBTL1 block -16%, ALDH1A1 inh -14%, JMJD2E inh -6%, Tau ThT inhib -11% and SMN2 splice enh 4%.
`CCC(=O)n1nc(-c2ccccc2)nc1SCC(=O)Nc1ccc(C)cc1` gave Luc counter 0%, Lamin A splicing 4%, RECQ1 helicase -7%, L3MBTL1 block 43%[activator], ALDH1A1 inh -1%, JMJD2E inh 0%, Tau ThT inhib 6% and SMN2 splice enh -11%.
`CC(=O)c1ccc(N(C(=O)CNC(=O)c2ccco2)C(C(=O)NCC2CCCO2)c2ccccc2)cc1` (stereo not given) gave Luc counter -6%, Lamin A splicing 9%[46 µM], RECQ1 helicase -9%, L3MBTL1 block 0%, ALDH1A1 inh -10%, JMJD2E inh -15% and Tau ThT inhib -12%.
For COc1ccc(C(=O)NC(=S)Nc2ccccc2N2CCN(S(C)(=O)=O)CC2)cc1OC the results were Luc counter -8%, Lamin A splicing -4%, RECQ1 helicase -14%, L3MBTL1 block -9%, ALDH1A1 inh 0.5µM*, JMJD2E inh -2%, Tau ThT inhib -17% and SMN2 splice enh 14%.
CCn1cc(CNC(=O)c2ccc(Cl)c([N+](=O)[O-])c2)c(C)n1 was read as Luc counter 0%, Lamin A splicing -5%, RECQ1 helicase -11%, L3MBTL1 block 8%, ALDH1A1 inh 6%, JMJD2E inh 5%, Tau ThT inhib -6% and SMN2 splice enh -20%.
For COc1ccc(/C=N/Nc2ncc(Br)cn2)c(OC)c1 the results were Luc counter 1%, RECQ1 helicase inactive, L3MBTL1 block 20%, ALDH1A1 inh 0%, JMJD2E inh -9%, Tau ThT inhib -11% and SMN2 splice enh 22µM*.
For COC(=O)c1cn(NC(=O)Cc2ccc(Cl)cc2)c(=O)c2ccccc12 the results were Luc counter 2%, Lamin A splicing -12%, RECQ1 helicase 4%, L3MBTL1 block 8%, ALDH1A1 inh 8%, JMJD2E inh inconclusive, Tau ThT inhib -3% and SMN2 splice enh -14%.
For CC(C)C(OC(=O)CCC(=O)Nc1nccs1)C(=O)NC1CCCCC1 (stereo not given) the results were Luc counter 1%, Lamin A splicing 3%[46 µM], RECQ1 helicase inactive, L3MBTL1 block 3%, ALDH1A1 inh 7%, JMJD2E inh 10% and Tau ThT inhib 0%.
`CCc1nnc(NC(=O)C2CCCN2S(=O)(=O)c2ccccc2)s1` (stereo not given) gave Luc counter 8%, Lamin A splicing -7%, RECQ1 helicase 1%, L3MBTL1 block 9%, ALDH1A1 inh -13%, JMJD2E inh 4%, Tau ThT inhib 2% and SMN2 splice enh -46%[inhibitor].
`Cc1ccc(C)c2nc(Cl)c(C#N)cc12` gave Luc counter 1%, RECQ1 helicase 10%, L3MBTL1 block -6%, ALDH1A1 inh inconclusive, JMJD2E inh -8% and Tau ThT inhib 2%.
For Cc1ccc(NC(=O)CSc2ncnc3ccccc23)cc1S(=O)(=O)N1CCOCC1 the results were RECQ1 helicase -1%, L3MBTL1 block -11%, JMJD2E inh -4% and Tau ThT inhib -17%.
`CC(C)(C)C(=O)/C(C#N)=c1\s/c(=C\c2ccncc2)c(=O)n1CCCN1CCOCC1` gave Luc counter -1%, Lamin A splicing 15%, RECQ1 helicase inactive, L3MBTL1 block 3%, ALDH1A1 inh inconclusive, JMJD2E inh -6%, Tau ThT inhib inconclusive and SMN2 splice enh -12%.
Cn1cc(S(=O)(=O)NCc2cccs2)c(=O)n(C)c1=O was read as Luc counter 3%, Lamin A splicing 4%, RECQ1 helicase -13%, L3MBTL1 block 5%, ALDH1A1 inh 10%, JMJD2E inh 3%, Tau ThT inhib 2% and SMN2 splice enh 7%.
For Cc1cc(C)n(-c2cc(O)c(-n3nc(C)cc3C)cc2O)n1 the results were Luc counter -2%, Lamin A splicing 15%[46 µM], RECQ1 helicase inactive, L3MBTL1 block -6%, ALDH1A1 inh -4%, JMJD2E inh inconclusive, Tau ThT inhib -17% and SMN2 splice enh -3%.

These rows are one share of the data; the hit share may differ from the screen's.
